High-throughput results: PubChem, several laboratories
RTF Ca sens inh: cardiac RTF calcium desensitization. 340,000 tested, 0.12% active. AID 493244. IANBD-labeled cardiac RTF, Ca2+ fluorescence. P19429+P45379. inhibition, % at 7.15 µM;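 active means inhibition above the mean inhibition of all tested compounds plus 3 SD, cut at about 17% in these data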;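 further: assay run at fixed EC70 calcium of 1.6 mM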
Keap1 Nrf2 FP: Keap1-Nrf2 (human) interaction inhibition; Q14145; AID 504523; Keap1 Kelch-Nrf2 peptide fluorescence polarization, 1536-well; inhibition, % at 9.4 µM; 340,000 tested, 0.15% active; in the data active means inhibition above about 12%;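 further: human Keap1 Kelch domain with fluorescein labeled Nrf2 9mer peptide probe; 0% = neutral control wells and 100% = peptide positive control; higher means more block of Keap1 binding to Nrf2 peptide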
Target sequence (Q14145 whole entry, looked up, the tested form may be a part): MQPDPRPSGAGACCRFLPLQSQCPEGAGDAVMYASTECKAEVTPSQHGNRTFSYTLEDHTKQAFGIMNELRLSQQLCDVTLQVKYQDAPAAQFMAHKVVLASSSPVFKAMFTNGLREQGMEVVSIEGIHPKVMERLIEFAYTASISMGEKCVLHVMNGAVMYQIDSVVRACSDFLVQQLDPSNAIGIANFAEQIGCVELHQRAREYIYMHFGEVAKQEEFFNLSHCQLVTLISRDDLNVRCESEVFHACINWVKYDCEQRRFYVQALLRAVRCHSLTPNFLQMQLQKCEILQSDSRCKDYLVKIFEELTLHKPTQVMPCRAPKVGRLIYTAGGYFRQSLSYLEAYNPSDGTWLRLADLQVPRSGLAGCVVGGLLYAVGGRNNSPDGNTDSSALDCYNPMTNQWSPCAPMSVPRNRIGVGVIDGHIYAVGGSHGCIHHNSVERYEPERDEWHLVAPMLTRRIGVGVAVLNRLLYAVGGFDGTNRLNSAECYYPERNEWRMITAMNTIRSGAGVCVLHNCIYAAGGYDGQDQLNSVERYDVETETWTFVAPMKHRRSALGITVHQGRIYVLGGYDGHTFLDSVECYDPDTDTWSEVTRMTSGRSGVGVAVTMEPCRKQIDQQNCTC
C-LANA FP: inhibitors of KSHV LANA C-terminal domain DNA binding. 340,000 tested, 0.078% active. AID 504423. inhibition, % at 9 µM. MBP-C-LANA/FAM-LBS DNA binding, fluorescence polarization;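 active means highest replicate inhibition at or above 60% at 9 µM, even if other replicates fall short; inactive means all replicates below 60% inhibition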;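 further: 0% = neutral control wells and 100% = 4 µM acridine orange control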
V-ATPase pHluor: yeast V-ATPase proton transport regulation by pHLuorin. 350,000 tested, 0.37% active. S. cerevisiae, pHLuorin cytosolic pH fluorescence. response, % at 10 µM; in the data active means response mostly above about 7.3%, no sharp cut-off; inactive means mostly below about 5.4%; further: actives read high; inactives centre near 0; some compounds called inactive have numbers as strong as hits; reference of the scale not given here
HTR5A inv ag: inverse agonist of human HTR5A in OPRM1-OPRD1 counter-screen; P47898; HTR5A cell line, luminescence, inverse agonism; inhibition, % at 9.3 µM; 340,000 tested, 0.083% active; AID 504634; in the data active means inhibition mostly above about 23%, no sharp cut-off; inactive means mostly below about 18%;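 further: 0% = cells with DMSO and 100% = no-cell wells with DMSO; some compounds called inactive have numbers as strong as hits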
Target sequence (P47898 whole entry, looked up): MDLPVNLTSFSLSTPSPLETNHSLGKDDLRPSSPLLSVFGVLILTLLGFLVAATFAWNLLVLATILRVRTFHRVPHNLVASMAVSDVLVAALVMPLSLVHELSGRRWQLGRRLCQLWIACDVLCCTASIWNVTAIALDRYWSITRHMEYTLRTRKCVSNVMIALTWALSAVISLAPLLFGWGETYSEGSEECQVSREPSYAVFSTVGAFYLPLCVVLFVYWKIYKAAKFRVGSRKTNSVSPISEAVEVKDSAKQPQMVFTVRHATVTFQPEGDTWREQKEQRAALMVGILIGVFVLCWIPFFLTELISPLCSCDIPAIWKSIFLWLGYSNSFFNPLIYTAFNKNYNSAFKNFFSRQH
MOR-DOR ag: OPRM1-OPRD1 heterodimerization agonism. activation, % at 9.3 µM. 340,000 tested, 0.3% active. P35372+P41143. cells, luminescence; in the data active means activation above about 18%;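 further: 0% = vehicle-treated cells and 100% = reference agonist; values of inactives mirror those of a sister screen read the other way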
CAL-PDZ inh HTS: blocks peptide binding to the human CAL PDZ domain | AID 602252 | purified CAL PDZ, TMR-peptide fluorescence polarization, 1 h | 300,000 tested, 0.92% active | Q9HD26 | inhibition, % at 24.9 µM;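 active means mean inhibition of at least 30% with at least half of replicates also reaching 30%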;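 further: 0% = DMSO neutral control and 100% = excess unlabeled competitor peptide PRC23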
HTR5A ag: activates human HTR5A in OPRM1-OPRD1 agonist counter-screen; HTR5A agonist assay, luminescence, cell-based; 340,000 tested, 0.61% active; AID 504692; activation, % at 9.3 µM; in the data active means activation mostly above about 9.5%, no sharp cut-off; inactive means mostly below about 7.6%;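 further: 0% = cells with vehicle only and 100% = reference agonist; strong numbers were not always called active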
MOR-DOR inv ag: inverse agonist of human OPRM1-OPRD1 heterodimerization. P35372+P41143. cell-based MOR-DOR heterodimer luminescence, inverse agonism. inhibition, % at 9.3 µM. 340,000 tested, 0.21% active. AID 504357; in the data active means inhibition above about 22%, passing the limit was not always enough;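 further: 0% = cells with DMSO and 100% = wells without cells with DMSO; values of inactives mirror those of a sister screen read the other way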
RTF Ca sens act: cardiac RTF calcium sensitization; AID 493008; P19429+P45379; activation, % at 7.2 µM; IANBD-labeled TnC RTF fluorescence at EC20 calcium; 0% EC20 calcium, 100% full calcium; 340,000 tested, 0.24% active;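 active means activation above the mean over all tested compounds plus 3 SD, cut at about 30% in these data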;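 further: rise in fluorescence read as greater calcium sensitivity of cardiac thin filaments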
* = called active by the depositor; . = no result given.

Sample of the layout:
SMILES	RTF Ca sens inh	Keap1 Nrf2 FP	C-LANA FP	V-ATPase pHluor	HTR5A inv ag	MOR-DOR ag	CAL-PDZ inh HTS	HTR5A ag	MOR-DOR inv ag	RTF Ca sens act
CC(C)C[C@H]1CN=C(Nc2ccccc2)N1CCc1cccc(F)c1	-2	-4	-0.4	-5	-9	0.2	-2	4	-1	-2
CCOc1ccc(NC2=CC(=O)CC(c3ccco3)C2)cc1 (stereo unspecified)	-2	-2	0.9	0	-20	1.3	-1	7	-9	-1
CCOC(=O)C1CCCN(Cc2cccs2)C1 (stereo unspecified)	-4	-12	0.2	1	-2	1.4	0	-1	-8	1

The list itself, previewed entries included:
SMILES	RTF Ca sens inh	Keap1 Nrf2 FP	C-LANA FP	V-ATPase pHluor	HTR5A inv ag	MOR-DOR ag	CAL-PDZ inh HTS	HTR5A ag	MOR-DOR inv ag	RTF Ca sens act
CC(C)C[C@H]1CN=C(Nc2ccccc2)N1CCc1cccc(F)c1	-2	-4	-0.4	-5	-9	0.2	-2	4	-1	-2
CCOc1ccc(NC2=CC(=O)CC(c3ccco3)C2)cc1 (stereo unspecified)	-2	-2	0.9	0	-20	1.3	-1	7	-9	-1
CCOC(=O)C1CCCN(Cc2cccs2)C1 (stereo unspecified)	-4	-12	0.2	1	-2	1.4	0	-1	-8	1
Cc1cc(S(=O)(=O)NCc2ccco2)c(C)s1	-24	-3	-1.0	-3	23	4.3	-6	1	-23	8
Cc1ccccc1CNC(=O)C(=O)NCCC1CCCCN1S(=O)(=O)c1cccs1 (stereo unspecified)	-19	-1	0.1	-1	2	0.4	-1	-1	-2	-1
O=C(CC1CCCCC1)Nc1ccc(-c2ccc3nncn3n2)cc1	0	-3	0.1	-2	10	-0.1	-2	-1	0	1
Cc1ccc(N2CCN(/N=C/c3ccncc3)CC2)cc1	-1	4	-0.4	2	-2	0.8	-5	-3	-4	-2
COc1ccc(Cn2c(=O)oc3ccc(C)cc32)cc1OC	-4	-4	-1.1	0	-11	-1.4	-2	1	6	1
CCCCn1c(N)c(N(CC(C)C)C(=O)c2ccc(-c3ccc(C(C)=O)cc3)o2)c(=O)[nH]c1=O	2	-6	-1.0	2	4	-2.3	-7	-1	13	3
CCC(CC)C(=O)Nc1nnc(S(=O)(=O)N2CCCc3ccccc32)s1	-6	-7	-2.1	-4	-18	9.6	.	7	-53	-1
Cc1cc2nc(/C(C#N)=C\c3ccc(-c4ccccc4C(=O)O)o3)[nH]c2cc1C	-43	-13	-12	0	6	-0.2	-2	-1	1	52*
CS(=O)(=O)c1ccc(Cl)c(C(=O)NCC2CCCCC2)c1	-9	-5	0.4	0	-1	-0.8	1	0	4	1
Cc1ccc(S(=O)(=O)N(Cc2cccc([N+](=O)[O-])c2)C(=O)N2CCN(C)CC2)cc1	2	-2	-0.3	-3	7	2.2	-5	1	-14	1
CCOC(=O)c1cn(CC2CC2)c2cc(F)c(F)cc2c1=O	-18	-1	0.1	-2	-2	-1.4	-2	1	8	1
COCCN(C(C)=O)c1nnc(-c2ccccn2)s1	-1	-1	-1.0	-5	-1	-0.8	.	0	4	-4
Cc1nn(-c2ccccc2)c(Cl)c1/C=N/Nc1nncc(=O)[nH]1	-17	-2	0.4	-2	0	-1.0	-1	-4	5	3
CC(C)(C)c1nnc(N/N=C/c2ccc(O)cc2)n(N)c1=O	3	0	-0.1	0	5	-3.7	-8	-2	19	0
O=C(COC(=O)CCc1nc2ccccc2s1)Nc1ncc(Cl)cc1Cl	2	-1	5.8	-2	-3	-0.6	-1	0	3	1
COc1ccc(C2=NN(C(=O)c3cccs3)C(c3ccccc3OC)C2)cc1OC (stereo unspecified)	-4	-1	0.3	-1	-28	0.7	-5	3	-3	-1
CC(=O)/C(=N\Nc1ccc(Cl)cc1)Sc1nnc(-c2ccccc2)n1-c1ccccc1	-1	1	-1.1	4	-12	-0.3	1	0	2	-3
O=C(Nc1ccc2c(c1)C(=O)NC2=O)c1cc(Cl)ccc1Cl	-1	0	0.6	-1	-22	-2.3	.	7	13	4
CC(C)N(Cc1nc2ccccc2[nH]1)C(C)C	-9	6	-0.2	2	-32	1.2	.	11	-7	6
CC(C)Oc1ccc(Cc2n[nH]c(=S)n2Cc2ccccc2)cc1Cl	2	1	1.2	-4	23	7.3	-3	-8	-39	0
CCOc1ccccc1NC(=O)CCCc1ccc(OC)c(C)c1	-9	-6	-0.1	-3	6	6.0	-3	-2	-29	1
CCn1cc(C(=O)NCCN(C)CCc2ccccc2)c(=O)c2cc(S(=O)(=O)N(C)C)ccc21	-6	0	-1.5	-4	1	-3.1	.	0	14	0
Cc1cc2oc(=O)cc(CN3CCN(S(=O)(=O)/C=C/c4ccccc4)CC3)c2cc1C	8	-2	-1.4	5	12	-3.1	-2	4	16	-4
CC1(C)C(C=C(Cl)Cl)C1C(=O)N(Cc1cccc(Cl)c1)C1CCS(=O)(=O)C1 (stereo unspecified)	-8	-1	-0.1	3	-6	-0.9	-4	2	5	4
NC(=O)CSc1nc2cc3c(cc2c(=O)n1CCCC(=O)NCc1ccc2c(c1)OCO2)OCO3	-3	-7	-2.4	2	0	-2.1	-5	2	10	4
CCc1cccc(C)c1NC(=S)NCc1ccc2[nH]c(C)cc2c1	-6	-7	-0.5	3	5	0.8	.	-2	-5	8
O=C(N/N=C/c1ccc2c(c1)OCO2)c1ccc(COCC(F)(F)C(F)F)cc1	-6	2	2.6	3	-23	-3.3	-3	10	17	-4
C/C(=N/NC(=O)CNC(=O)c1ccccc1)c1ccc(C)cc1	2	1	0.3	-3	4	0.0	-3	-1	0	-1
COc1ccc(S(=O)(=O)NC2CCSc3ccccc32)cc1NC(C)=O (stereo unspecified)	-16	0	0.2	3	-1	0.0	-3	3	0	0
O=C(c1ccccc1)C(Nc1cccc([N+](=O)[O-])c1)c1ccccc1 (stereo unspecified)	-5	-5	0.1	0	10	3.3	-3	-3	-17	-4
O=C(CSc1nc2c(cnn2-c2ccc(F)cc2)c(=O)[nH]1)N1CCCCCC1	-2	1	0.1	0	-2	0.6	.	1	-3	-4
Cc1ccc(Oc2ccc(OCC(=O)NC(CC(C)C)C(=O)O)cc2)cc1 (stereo unspecified)	2	-7	-0.6	-2	10	-1.0	-2	-4	5	0
CCN(CC)C(=O)c1sc(NC(=O)c2c(OC)cccc2OC)c(C#N)c1C	-6	-2	6.7	4	-20	-2.4	-5	-1	11	12
O=C(NNC(=O)c1ccc(Br)o1)c1csc(N2CCOCC2)n1	-11	46*	27	2	14	-1.2	.	-4	6	7
COc1cc(C(=O)Oc2cccnc2)cc(OC)c1OC	0	-10	0.8	3	4	-2.9	-1	-1	14	9
Cc1cc(N2CCOCC2)nc2ccc(NC(=O)CCC(=O)N3CCN(c4ccccc4)CC3)cc12	2	0	1.4	3	0	-2.2	-6	0	12	1
CS(=O)(=O)CCC(C(=O)OCc1ccc(Br)cc1)N1C(=O)c2ccccc2C1=O (stereo unspecified)	-12	-5	-0.6	-6	16	2.9	0	3	-14	6
O=C1N/C(=N/O)S/C1=C/c1cccnc1	5	-3	0.6	0	0	-0.6	4	0	5	3
CCC[C@H]1CC(=O)C=C(c2ccsc2)ON1C(=O)OC(C)(C)C	-2	-6	-0.1	1	3	5.5	0	-1	-26	0
CCn1c2ccccc2c2c3ncc4cccn4c3ccc21	-3	-4	-0.7	-5	8	2.4	0	-2	-11	8
O=C(Nc1ccc(F)c(F)c1)c1ccccc1-c1ccccc1	-6	5	1.8	1	-6	-0.3	7	1	1	-1
CC(=O)Oc1cccc(/C=c2\sc3nc(-c4ccco4)nn3c2=O)c1	-1	-12	6.3	-1	-20	-1.3	-4	8	6	1
O=C1NCCN1Cc1ccccc1	-3	0	-0.2	-2	-3	-3.0	-5	8	15	1
CCN1CN(Cc2ccco2)CNC1=S	-9	-2	-0.4	3	-16	1.8	-2	4	-10	3
Cc1ccc(/C=C2\SC(=S)N(c3cccnc3)C2=O)cc1	2	-1	-3.1	-1	6	-1.2	.	2	7	-3
CCCn1c(N)c(N(CCOC)C(=O)c2ccc(N(C)S(=O)(=O)c3ccc(C)cc3)cc2)c(=O)[nH]c1=O	-7	1	-0.2	2	-9	-0.6	5	3	4	3
O=C1CC(=O)C(n2cncn2)C(c2ccc(Cl)cc2Cl)C1 (stereo unspecified)	-6	-1	-0.5	5	-19	-1.2	-5	7	5	0
COC(=O)C1=NN(C(C)=O)C2(CC(=O)N(c3cc(C)cc(C)c3)C2=O)C1 (stereo unspecified)	3	0	1.8	-1	-10	-3.2	11	1	17	-5
NC(=O)c1ccc2c(=O)n3c(-c4cc(Cl)c(N)c(Cl)c4)csc3nc2c1	4	-2	0.3	0	-10	-0.6	-3	4	3	3
CC(=O)c1ccc(N=Nc2ccc(N)cc2)cc1	-11	0	0.5	-1	25	-2.9	1	0	15	1
CCN(C(=O)CSc1nnc(-c2ccccc2OC)n1N)c1c(N)n(Cc2ccccc2)c(=O)[nH]c1=O	-1	-4	-0.2	2	-4	-5.0	0	1	19	7
CCC(CC)C(=O)c1c[nH]c(C(=O)NCc2ccccc2OC)c1	-8	-3	1.2	-2	-9	-0.2	-1	2	1	3
CC(=O)C1(C)CCC2C3C=C(C)C4=CC(=O)CCC4(C)C3CCC21C (stereo unspecified)	0	2	15	-2	-2	1.3	-3	1	-6	-10
Cc1nn(C)c(C)c1CCC(=O)O	-4	-3	-1.4	5	-12	-1.3	-1	4	7	-2
CC1CCCC(NC(=O)c2ccc3c(=O)n(CC4CCCO4)c(=O)[nH]c3c2)C1C (stereo unspecified)	8	-1	1.5	3	-22	-0.5	4	2	3	-4
COc1cccc(CNC(=O)CN(C)S(=O)(=O)c2cccc3cccnc23)c1	0	1	-0.2	1	4	-0.1	-5	-2	0	5
S=C(NCc1ccc(Cl)cc1Cl)NC1CCCCC1	0	5	-0.3	3	-31	5.3	1	3	-27	3
(more compounds)
SMILES	RTF Ca sens inh	Keap1 Nrf2 FP	C-LANA FP	V-ATPase pHluor	HTR5A inv ag	MOR-DOR ag	CAL-PDZ inh HTS	HTR5A ag	MOR-DOR inv ag	RTF Ca sens act
c1ccc(-c2ccc(OCCCNC3CCCC3)cc2)cc1	.	0	-1.3	-1	.	.	1	.	.	.
CN(C)[C@@H](CO)c1nnc([C@H](CCC(=O)O)NC(=O)C2CCNCC2)o1	1	0	-0.2	-2	6	-1.5	-2	0	9	0
COc1ccc(C(=O)CNc2ccc(C)cc2C)cc1	1	-3	0.4	-3	-9	-6.6	-4	3	32*	6
COc1cc(/C=C2/SC(=S)N(Cc3ccccc3)C2=O)cc(OC)c1O	-22	-1	-1.0	-1	20	11	-7	-6	-48	14
CCc1cccc2c(C(=O)C(NCCCOC)c3ccccc3)c[nH]c12 (stereo unspecified)	-15	2	0.0	7	-4	-0.6	0	4	3	-1
Cc1ccnc2nc(C(=O)Nc3cc(Cl)ccc3N3CCOCC3)nn12	-6	0	-4.8	2	-33	-2.3	-5	-1	13	-6
O=C1c2ccccc2C(Nc2ccc(S(=O)(=O)N3CCCCCC3)cc2)N1Cc1ccco1 (stereo unspecified)	-6	1	-0.2	7	7	1.7	1	1	-10	0
CCCCSc1nnc2c(n1)[nH]c1ccccc12	-13	4	0.0	1	-2	1.6	-1	6	-8	-4
COc1ccc(C(C(=O)NC2CCCC2)N(Cc2ccccc2)C(=O)c2snc(C(N)=O)c2N)cc1OC (stereo unspecified)	-22	5	0.3	-7	-20	-0.3	-4	10	2	-8
